# POLI inh = blocks human DNA polymerase iota activity | Pol iota fluorescent replication assay, 10 min | 390,000 compounds, 1% hits | Q9UNA4 | AID 588590 | Potency, µM (top dose mostly 115 µM), for inactives: top-dose activity, negative = inhibition, usual class: inhibitors; note: potency is the fitted concentration of half-maximal effect
#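 Pol iota at 10 nM preincubated 15 min with compounds at room temperature; reaction started with fluorescent substrate, 50 nM final. Fluorescence read kinetically at 0 and 10 min; buffer-only wells as negative control.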
# ERG Ets-DNA blk = ERG Ets/DNA interaction inhibition. P11308. fluorescence polarization, His-ERG Ets domain / labelled DNA. Potency, µM (top dose mostly 76.9 µM), inactives show at the top dose FP activity, negative = inhibition, usual class: inhibitors. 370,000 compounds, 0.028% hits; active = well fitted inhibition curve with a large enough effect in the polarisation, with a control signal flat; inconclusive = small, poorly fitted or top-dose-only effect, or effect the other way, or a change in a side signal; inactive = no such curve, though single readings can be large or run the other way; the % refers to the polarisation;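 note: polarization taken with two DNA probes labelled with fluorescein and Texas red; potency is the fitted concentration of half-maximal effect; % of control where 0% means no effect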
# Target sequence (P11308 whole entry, looked up, the tested form may be a part): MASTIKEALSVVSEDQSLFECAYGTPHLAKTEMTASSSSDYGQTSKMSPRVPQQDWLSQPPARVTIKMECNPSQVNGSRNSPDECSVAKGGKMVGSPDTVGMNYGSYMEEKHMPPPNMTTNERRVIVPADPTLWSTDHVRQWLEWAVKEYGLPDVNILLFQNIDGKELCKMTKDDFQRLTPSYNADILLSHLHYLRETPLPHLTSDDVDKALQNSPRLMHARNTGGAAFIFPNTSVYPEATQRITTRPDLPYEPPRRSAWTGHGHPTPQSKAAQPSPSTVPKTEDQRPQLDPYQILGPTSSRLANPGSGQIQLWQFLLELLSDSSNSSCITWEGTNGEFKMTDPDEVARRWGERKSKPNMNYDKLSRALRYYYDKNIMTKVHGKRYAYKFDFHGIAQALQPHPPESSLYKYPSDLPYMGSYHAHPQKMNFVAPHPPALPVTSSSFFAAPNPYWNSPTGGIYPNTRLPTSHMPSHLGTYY
#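 His-tagged ERG Ets domain (1 uM in the protein solution; 300mM KCl, 50mM Tris-HCl, 1mM EDTA, 1mM DTT, pH 7.5) received compound, then a probe mix of 5 nM fluorescein-DNA and 100nM Texas-615-DNA. Fluorescence polarization was read for both dyes.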
# 12-LOX inh = inhibitors of human 12S-lipoxygenase ALOX12 | P18054 | purified 12hLO, xylenol orange hydroperoxide absorbance | Potency, µM (top dose mostly 108 µM), inactives show top-dose activity change, negative = inhibition, usual class: inhibitors | 580,000 compounds, 1.1% hits | AID 1671190; note: potency is the fitted concentration of half-maximal effect; % is set by controls: 0 for no effect and ±100 for the full control effect
#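 Hydroperoxide product was detected by ferrous iron/xylenol orange as the 573 to 405 nm absorbance ratio. Arachidonic acid at 40 uM (final) was turned over for 30 min at room temperature by 150 nM human 12hLO, pH 7.0 Hepes buffer, after 15 min compound preincubation.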
# BLM helicase inh = blocks DNA unwinding by human BLM helicase. P54132. recombinant BLM DNA unwinding, fluorescence dequenching. Potency, µM (highest dose often 56.1 µM), without a hit: top-dose activity change, negative = inhibition, most hits filed as inhibitors. 350,000 compounds, 0.2% hits. AID 2528;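 note: potency is the fitted concentration of half-maximal effect; plate controls were vehicle for no effect and no enzyme for full effect; nearly all actives have a fitted effect of over 35% in size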
# TRHR agonist = agonists of human TRH receptor | P34981 | TRHR cells, calcium flux fluo-8, FDSS agonist mode | activation, % at 2 µM | 360,000 compounds, 0.18% hits; in the data active = activation above about 30%; note: 0% is about no effect
#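 In this calcium-flux screen, cells bearing human TRHR are dye-loaded with fluo-8, baselined for 10 cycles, then exposed to library compounds; positive kinetic calcium responses during the agonist phase mark hits, with TRH as control.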
# Pol kappa inh = blocks human DNA polymerase kappa activity | 400,000 compounds, 0.53% hits | Potency, µM (titrated, usually from 107 µM), for the others: at the top dose activity, negative = inhibition, most hits filed as inhibitors | purified Pol kappa, fluorescent DNA synthesis assay, 10 min | AID 588579 | Q9UBT6; note: potency is the fitted concentration of half-maximal effect; % is set by controls: 0 for no effect and ±100 for the full control effect
#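 Pol kappa 10 nM + cpd, 15 min RT; start w/ substrate 50 nM final; fluorescence kinetic read, 0 and 10 min. Neg ctrl: buffer, no enzyme.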
# Pol beta inh = blocks human DNA polymerase beta activity; Potency, µM (titrated, usually from 114 µM), without a hit: top-dose activity change, negative = inhibition, hits mostly inhibitors; P06746; 340,000 compounds, 1.3% hits; Pol beta primer extension/strand displacement, fluorescence kinetic; note: potency is the fitted concentration of half-maximal effect; % is set by controls: 0 for no effect and ±100 for the full control effect
#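 Preincubation: enzyme (10 nM) with compound, 15 min, RT. Reaction: substrate added to 50 nM final. Reads: 0 and 10 min. Analysis: normalized, Hill fit.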
# Anesthetic bind = candidate novel general anesthetic via apoferritin binding | AID 485281 | apoferritin/1-aminoanthracene competitive binding, fluorescence | P02791 | 350,000 compounds, 0.074% hits | Potency, µM (series often up to 77.5 µM), for inactives: top-dose activity change, negative = displacement, usual class: inhibitors; note: potency is the fitted concentration of half-maximal effect; % is set by controls: 0 for no effect and ±100 for the full control effect; nearly all actives have a fitted effect of over 20% in size
# Target sequence (P02791 2-175 limits assumed): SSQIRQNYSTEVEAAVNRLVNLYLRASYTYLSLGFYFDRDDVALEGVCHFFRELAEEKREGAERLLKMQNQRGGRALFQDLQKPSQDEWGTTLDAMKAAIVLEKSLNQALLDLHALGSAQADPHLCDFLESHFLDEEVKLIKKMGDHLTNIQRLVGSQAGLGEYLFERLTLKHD
#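 In PBS, apoferritin at 10 uM is loaded with 1-AMA from a 50% saturated solution. After 10 min of compound exposure at ambient temperature, reduced 535 nm fluorescence indicates probe displacement.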
# APEX1 inh = blocks human APE1 abasic DNA cleavage; recombinant APE1, TAMRA/BHQ-2 abasic DNA cleavage fluorescence; Potency, µM (doses to about 65.8 µM), inactives show at the top dose activity change, negative = inhibition, usual class: inhibitors; 350,000 compounds, 0.35% hits; P27695; AID 2517;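 note: potency is the fitted concentration of half-maximal effect; plate controls were vehicle for no effect and reference inhibitor for full effect; nearly all actives have a fitted effect of over 55% in size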
# Target sequence (P27695 whole entry, looked up): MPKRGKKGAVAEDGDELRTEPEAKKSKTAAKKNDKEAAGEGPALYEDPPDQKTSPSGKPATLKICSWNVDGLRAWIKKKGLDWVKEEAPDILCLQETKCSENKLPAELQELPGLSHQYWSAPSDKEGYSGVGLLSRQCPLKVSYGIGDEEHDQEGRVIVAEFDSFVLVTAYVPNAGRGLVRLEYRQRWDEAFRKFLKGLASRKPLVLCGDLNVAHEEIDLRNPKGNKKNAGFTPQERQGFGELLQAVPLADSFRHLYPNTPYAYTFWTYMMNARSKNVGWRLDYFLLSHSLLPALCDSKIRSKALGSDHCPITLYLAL
#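 Endonuclease cleavage of a quenched abasic-site DNA duplex (50 nM) by APE1 (0.75 nM) was tracked by TAMRA dequenching. Compounds were preincubated with enzyme 15 min at room temperature; data normalized to buffer-only and DMSO wells plus NSC13755 control.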
# Starred values were filed as active, the others as inactive; ? = inconclusive; nt = not tested or not shown; & = joins results of further samples; [ ] = dose if it differs, or a comment. Unless noted, calls come from the whole dose curve; as a rule, active = well fitted curve in the direction sought with a large enough effect; inconclusive = small, poorly fitted or top-dose-only effect, or another doubt; inactive = no such curve, though single readings can be large; an effect the other way counts as inactive or inconclusive. Some of the compounds tested (hit frequency here may not be typical).
# Values run as follows: POLI inh	ERG Ets-DNA blk	12-LOX inh	BLM helicase inh	TRHR agonist	Pol kappa inh	Pol beta inh	Anesthetic bind	APEX1 inh
> COC(=O)c1ccc(/C=C2/SC(=S)N(CCCC(=O)Nc3ccc(O)cc3)C2=O)cc1
 : 2%	9%	?	1%	2.1	-15%	8%	-11%	-8%
> C=C(C)CSc1nc2c(cc1C#N)CCC2
 : 30%	1%	0%	-1%	-0.5	-21%	-13%	-18%	7%
> Cc1cc2nc(-c3cccnc3SCC(=O)NC(C)C)[nH]c2cc1C
 : -18%	12%	-1%	-4%	-0.5	-22%	-9%	-6%	-3%
> Cc1ncc(CO)c(/C=N/NC(=O)c2cc(O)c(O)c(O)c2)c1O
 : nt	nt	nt	5.6µM*	0.4	nt	0.32µM*	22%	4µM*
> C[C@H]1COC(=O)[C@H](Cc2ccc(F)cc2)C/C=C\C[C@H](CC(=O)NCCO)C(=O)N1
 : 33%[activator]	-22%	-2%	nt	nt	0%	nt	nt	26%
> CC1CCCCN1C(=O)CSc1nnc(-c2ccco2)o1 (configuration not stated)
 : -9%	15%	-8%	-1%	0.3	3%	3%	-4%	31%
> NNC(=O)c1sc2cc(C(F)(F)F)cnc2c1-c1cccnc1
 : 54%[activator]	15%	8%	-3%	1.6	-12%	13%	-17%	-5%
> O=C(N/N=C/c1ccncc1)c1sc2ccccc2c1Cl
 : 19%	-11%	-3%	-9%	-0.2	9%	?	-7%	-11%
> COc1cccc(CC2(CO)CCCN(Cc3cn[nH]c3-c3cc(C)ccc3C)C2)c1 (configuration not stated)
 : 4%	-3%	-8%	5%	-0.3	-5%	5%	-15%	22%
> COCCN(C(=O)COC(=O)c1cnc(C)cn1)c1c(N)n(Cc2ccccc2)c(=O)[nH]c1=O
 : -10%	6%	8%	nt	0.1	-11%	nt	nt	44%
> CCOC(=O)c1[nH]c2c(c1C)C(=O)CC(c1ccc(OCC)c(OC)c1)C2 (configuration not stated)
 : 3%	1%	4%	1%	-0.8	-4%	7%	-12%	3%
> COc1ccc(-c2onc(C)c2-c2ccc(C(=O)OC(C)C)o2)c(O)c1
 : 54%[activator]	-9%	?	-16%	0.4	-9%	8%	-12%	-6%
> O=C1c2cccc3c2N(CCC3)C(=O)C1(F)c1ccccc1 (configuration not stated)
 : 14%	-6%	0%	nt	nt	-6%	nt	nt	nt
> COc1ccccc1N(C)S(=O)(=O)c1ccc(C(=O)NCC(c2ccco2)N2CCCCC2)cc1 (configuration not stated)
 : 5%	11%	17%	nt	nt	-7%	nt	nt	nt
> CCCOc1ccc(C(=O)NC(=S)N2CCN(c3cc4c(cc3F)c(=O)c(C(=O)O)cn4CC)CC2)cc1
 : -17%	-13%	-29%	-6%	-0.2	8%	49%	-10%	-30%
> C#CCOCCOCCOCCNc1nc(N2CCN(C(=O)Cn3cc(CCO)nn3)CC2)nc(N2CCN(C(=O)Cn3cc(CC(C)O)nn3)CC2)n1 (configuration not stated)
 : 19%	-3%	0%	nt	nt	5%	nt	nt	nt
> COc1ccccc1NC(=O)NNC(=O)CCc1ccccc1
 : 17%	13%	473%[activator]	-5%	-0.1	10%	28%	-7%	9%
> COc1ccccc1NS(=O)(=O)c1ccc(C)c(NS(=O)(=O)c2cc(NC(C)=O)ccc2OC)c1
 : -4%	15%	293%[activator]	nt	nt	?	nt	nt	nt
> COCCCNC(=O)C(=O)N/N=C/c1cc2c(cc1Br)OCO2
 : 146%[activator]	15%	?	1%	-0.7	-10%	36%	-3%	2%
> CCC(C)C(NC(=O)C(Cc1ccc(O)cc1)NC(=O)C(N)C(C)C)C(=O)NC(Cc1cnc[nH]1)C(=O)N1CCCC1C(=O)NC(Cc1ccccc1)C(=O)O (configuration not stated)
 : nt	nt	nt	-9%	nt	-10%[12 µM]	nt	33%[activator]	?
> CCC(=O)c1ccc(OCC(=O)OC(C)C(=O)NCc2ccc3c(c2)OCO3)cc1 (configuration not stated)
 : 18%	nt	-5%	nt	-0.2	-11%	nt	nt	-12%
> CC(=O)Oc1c(C)cc(OCC(O)CNC(C)C)c(C)c1C (configuration not stated)
 : nt	nt	nt	-7%	nt	6%[60.1 µM]	nt	0%	2%
> COc1ccc(-c2nc3sc(CCNC(=O)C(=O)Nc4cc(F)ccc4F)c(C)n3n2)cc1
 : -5%	-8%	6%	-3%	0.2	-7%[60.1 µM]	-3%	-5%	nt
> Cc1c(CCOC(=O)c2ccccc2)sc[n+]1Cc1ccccc1
 : 17%	0%	-25%	0%	1.5	-18%	-17%	-9%	4%
> O=C(CC1C(=O)NCCN1C/C=C/c1ccccc1)NCCc1cccnc1 (configuration not stated)
 : 45%[activator]	-4%	8%	-2%	0.1	-4%	-22%	-15%	4%
> Cc1nc2ccccc2c(=O)n1CCN1CCOCC1
 : 29%	nt	-11%	4%	0.6	-3%	21%	-8%	11%
> BrC(/C=N/Nc1nc(N2CCOCC2)nc(N2CCOCC2)n1)=C/c1ccccc1
 : ?	-5%	402%[activator]	-8%	-0.2	5%	10%	-9%	4%
> CC(=O)NS(=O)(=O)c1ccc(NC(=O)C(Sc2ccccc2)c2ccccc2)cc1 (configuration not stated)
 : 6%	8%	0%	-1%	-0.1	-11%	2%	6%	-2%
> CCOc1ccccc1C(=O)NC(C(=O)OCC(=O)Nc1nnc(-c2ccccc2)o1)C(C)C (configuration not stated)
 : -11%	3%	nt	-2%	-2.0	-4%	3%	-20%	9%
> O=C(O)c1cccc(NC(CNS(=O)(=O)c2ccc(Cl)cc2)c2ccccc2)c1 (configuration not stated)
 : 67%[activator]	-8%	?	-2%	-0.3	-3%	-16%	-5%	0%
> Cc1ccccc1N1CCN(C2CCCN(C(=O)c3ccsc3)C2)CC1 (configuration not stated)
 : -6%	-4%	-1%	3%	-0.6	-8%	14%	-17%	13%
> Cc1ccc(/C=C2/CCc3c([nH]c4ccccc34)C2=O)cc1
 : -7%	-5%	-4%	-2%	1.7	3%	3%	-16%	0%
> O=C(NCc1ccccc1)c1cc(S(=O)(=O)N2CCCCC2)ccc1N1CCOCC1
 : -18%	12%	-1%	0%	-1.1	-8%	17%	-9%	-8%
> CC(C)c1ccc2c(c1)NC(c1ccncc1)=NC(c1cccs1)=N2
 : 5%	4%	?	-5%	-2.3	4%	8%	?	nt
> COc1cc(O)oc1C=Nc1ccc(Oc2ccccc2)cc1
 : ?	2%	-21%	-6%	0.2	-23%	-3%	?	-2%
> Cc1c(OC(C)C(=O)N[C@@H](Cc2ccccc2)C(=O)O)ccc2c3c(c(=O)oc12)CCCC3 (some centres not stated)
 : 13%	3%	44%	0%	0.4	2%	7%	-8%	13%
> CC1Cn2c(nc3sc4c(c3c2=O)CC(C)(C)OC4)N1CCO (configuration not stated)
 : 19%	5%	?	-2%	-0.2	-3%	5%	-2%	3%
> CCOC(=O)c1ccc(-c2c(-c3ccc4c(c3)OCO4)noc2-c2ccsc2)cc1F
 : 2%&8%	-17%	-24%	-4%	0.8	12%&-12%	46%	-9%	-12%
> O=C(NCCCN1CCOCC1)c1onc(CSc2nc3ccccc3[nH]2)c1C(=O)NCCCN1CCOCC1
 : -20%	0%	-7%	-2%	0.6	-6%	-1%	-17%	0%
> Cc1ccc(-c2cc(C(=O)Nc3ccc(S(=O)(=O)Nc4cc(C)on4)cc3)c3ccccc3n2)c(C)c1
 : 3%	-13%	90%[activator]	-7%	0.2	-8%	?	-16%	-7%
> O=C(NCc1ccccc1)C1CCCN(S(=O)(=O)c2cccc3nonc23)C1 (configuration not stated)
 : 17%	nt	-14%	4%	-0.6	-1%	-1%	-2%	2%
> O=C(COC(=O)c1ccc(Cl)nc1)Nc1ccc(N2CCOCC2)cc1
 : -4%	13%	?	nt	-0.2	-2%	nt	nt	11%
> Cc1ccc2c(c1)COc1c3ccc(C(=O)NCCO)cc3nn1-2
 : -11%	13%	43%	-11%	-1.0	4%	-3%	50%[activator]	-7%
> O=C(NCc1ccc2c(c1)OCO2)C1CCCCC1
 : 143%[activator]	3%	0%	-5%	0.5	1%	-15%	-18%	33%
> COc1ccc(OC)c(S(=O)(=O)N2CCCC(C(=O)NCc3ccncc3)C2)c1 (configuration not stated)
 : 40%[activator]	5%	-22%	0%	-1.0	3%	-2%	-5%	90%[activator]
> Nc1n[nH]c(-c2ccc(F)cc2)n1
 : 5%	-4%	-15%	3%	-0.3	-6%	24%	-9%	-1%
> CCC(CCC(=O)Nc1ccc(S(N)(=O)=O)cc1)C(=O)O (configuration not stated)
 : -5%	nt	11%	-3%	0.3	-6%[60.1 µM]	-7%	10%	1%
> Cc1ccc(S(=O)(=O)N2CCN(C(=O)COC(=O)c3cnc(C)cn3)CC2)c(C)c1
 : 84%[activator]	3%	-21%	nt	0.0	0%	nt	nt	-4%
> Cc1cccc(C(=O)Nc2nnc(-c3ccco3)o2)c1
 : -7%	-4%	3%	3%	0.1	-4%	7%	-14%	0%
> O=C(c1ccco1)N1CCN(C(=O)C2CC(c3ccc(F)cc3)=NO2)CC1 (configuration not stated)
 : -1%	-3%	?	0%	-0.4	-22%	26%	-13%	-4%

# Structural class: the compounds so far with two or more sulfur atoms (3)
# Values run as follows: POLI inh	ERG Ets-DNA blk	12-LOX inh	BLM helicase inh	TRHR agonist	Pol kappa inh	Pol beta inh	Anesthetic bind	APEX1 inh
> COC(=O)c1ccc(/C=C2/SC(=S)N(CCCC(=O)Nc3ccc(O)cc3)C2=O)cc1
 : 2%	9%	?	1%	2.1	-15%	8%	-11%	-8%
> COc1ccccc1NS(=O)(=O)c1ccc(C)c(NS(=O)(=O)c2cc(NC(C)=O)ccc2OC)c1
 : -4%	15%	293%[activator]	nt	nt	?	nt	nt	nt
> CC(=O)NS(=O)(=O)c1ccc(NC(=O)C(Sc2ccccc2)c2ccccc2)cc1 (configuration not stated)
 : 6%	8%	0%	-1%	-0.1	-11%	2%	6%	-2%
